Myeloid diff 2 – myeloid differentiation induction; ER-HoxA9 myeloid progenitors, lysozyme-GFP differentiation, flow cytometry; calls only at 10 µM; 360,000 compounds, 1% hits;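 active = normalized GFP-positive differentiation at or above the plate's own cutoff, the solvent-only control mean plus 3 SD; inconclusive = no clear call, values can overlap the other calls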;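 also: cells exposed to compound for four days before flow analysis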
Myeloid diff 2 GFP+ MAC1+ % – also measured in Myeloid diff 2; calls as there; GFP+ MAC1+ double positive, %; measured here: differentiation confirmed by MAC1 staining
An asterisk follows results filed as active; i = inactive; u = inconclusive; x = no result given. This is a subset (hit frequency here may not be typical).

SMILES	Myeloid diff 2	Myeloid diff 2 GFP+ MAC1+ %
CC(C)Cn1c(N)c(C(=O)CSc2ncn[nH]2)c(=O)n(C)c1=O	i	0.2
COc1cc(C(=O)NNC(=O)c2ccc(F)cc2)ccc1OCC(=O)N1CCOCC1	i	1.4
CCOC(=O)C1=C(COC(=O)/C=C/c2ccc(OC)cc2OC)NC(=O)NC1C (stereo not given)	i	1.7
c1ccc(COc2ncnc3c2ncn3CCCNCc2cccs2)cc1	i	0.5
Cc1ccc(C(=Cc2ccc([N+](=O)[O-])cc2)C(=O)O)cc1	i	1.2
O=C(COC(=O)Cn1cnc2ccccc21)Nc1ccc(Br)cc1	i	1.0
CCOc1ccccc1NC(=O)C(c1ccccc1)N1CCN(CC(=O)N2CCOCC2)CC1 (stereo not given)	i	0.4
O=C(COC(=O)c1cc[n+]([O-])cc1)Nc1c(Cl)cccc1C(F)(F)F	i	0.4
O=C(CSc1nc2c(oc3ccccc32)c(=O)n1CC1CCCO1)NCc1ccccc1 (stereo not given)	i	0.7
COc1ccc(OC)c(CN2CCN(C(=O)c3ccc(S(=O)(=O)N4CCCCCC4)cc3)CC2)c1	i	0.9
CCN(C(=O)COC(=O)c1cc2c(s1)CCC(C)C2)c1c(N)n(Cc2ccccc2)c(=O)[nH]c1=O (stereo not given)	i	0.9
CC(C)C(=O)N1CCC1(C)C(=O)Nc1ccc(-n2cncn2)cc1 (stereo not given)	i	1.6
COc1ccc([C@H]2CC(=O)C=C(c3cc(C)ccc3OC)C2)cc1	u	x
COc1ccc(NC(=O)CN(C)C(=O)c2ccc(NC3CC3)c([N+](=O)[O-])c2)cc1	i	0.6
O=NN(CCF)C(=O)NC1CCS(=O)(=O)CC1	i	1.7
O=C(Nc1ccc(OC(F)(F)F)cc1)c1cccc(-n2cnnn2)c1	i	1.0
COc1cc(OC)c(N2CC(C(=O)NCCC3=CCCCC3)CC2=O)cc1Cl (stereo not given)	i	0.8
COc1ccc(S(=O)(=O)N(C)C[C@H]2Oc3cc(Br)ccc3S(=O)(=O)N([C@H](C)CO)C[C@H]2C)cc1	i	0.7
COc1ccc(S(=O)(=O)N2CCOCC2)cc1C(=O)NC1CCCCCC1	i	0.1
CC1(C(=O)NS(=O)(=O)c2cccc(Cl)c2)CCN1C(=O)COc1ccc(Cl)cc1 (stereo not given)	i	0.7
COc1ccc([C@H]2CC(=O)C=C(c3ccc4ccccc4c3)C2)cc1OC	i	1.3
O=C1Cc2cc(NS(=O)(=O)c3cc(F)ccc3F)cc3c2N1CCC3	i	0.7
Cn1c(N)c(C(=O)COC(=O)CNC(=O)c2ccc(Cl)cc2Cl)c(=O)n(C)c1=O	i	1.4
NC(=O)c1nc2c([nH]c1=O)CCCC2	i	0.8
CN(CC(=O)Nc1ccc(F)cc1)C(=O)c1cc(-c2cccs2)nn1-c1ccccc1	i	0.8
CCOC1=C2[C@@H](CN(S(=O)(=O)c3ccc(C)cc3)[C@H]2c2cccs2)[C@H]2C(=O)N(c3ccccc3)C(=O)[C@H]2C1	i	1.0
O=C(CSc1ccc([N+](=O)[O-])cc1)OCC(=O)N1CCCC1=O	i	1.6
CC(C)(Oc1ccc(Cl)cc1)C(=O)NC1CCN(Cc2ccccc2)CC1	i	0.7
O=C1C=C(c2cccc(CO)c2)C[C@@H](c2ccc(F)cc2)C1	i	4.8
Clc1ccccc1Nc1nc(NCC2CC2)nc2ccsc12	i	2.1
COC(=O)c1ccc(CNC(=O)Cn2cnc3c(OCc4ccccc4)ncnc32)cc1	i	0.5
COc1ccc(NC(=O)CN(C)C(=O)c2cn(-c3ccccc3)nc2-c2cccnc2)cc1	i	0.3
C[C@@H]1CCCCO[C@@H](CN(C)S(=O)(=O)c2ccc(F)cc2)[C@@H](C)CN([C@H](C)CO)C(=O)c2cc(NC(=O)c3ccccc3)ccc2O1	i	1.7
CSCCC(NC(=O)c1cccc(C)c1)C(=O)NNC(=O)c1cccs1 (stereo not given)	i	0.1
O=C(CNc1cc(S(=O)(=O)N2CCOCC2)ccc1N1CCOCC1)Nc1cccc(C(F)(F)F)c1	i	0.3
CC[C@]12c3[nH]c4ccc(OC)cc4c3CCN1C(=O)C(CC(=O)NCCCn1ccnc1)C[C@@H]2C(=O)N1CCN(C(=O)c2ccco2)CC1 (stereo not given in full)	i	0.0
O=C(NNC(=O)C1CCN(S(=O)(=O)c2ccccc2C(F)(F)F)CC1)c1ccccc1O	i	0.2
Cc1ccc(NC(=O)c2sc3nc(N4CCOCC4)c4c(c3c2N)CCCC4)cc1	i	1.4
CCN1CCN(S(=O)(=O)c2ccc(Cl)c(C(=O)N(C)Cc3cccc(OC)c3)c2)CC1	i	0.5
COc1cccc(CNC(=O)CN2C(=O)c3ccccc3S2(=O)=O)c1	i	0.8
O=C(Cn1cc(C(F)(F)F)cc(Cl)c1=O)NCC1COc2ccccc2O1 (stereo not given)	i	0.1
CN(C)c1cccc(NC(=O)C2(C)Cc3c(-c4cccnc4)ccnc3O2)c1 (stereo not given)	i	0.7
CC(CC(=O)Nc1ccc2c(c1)c(=O)n(C)n2Cc1ccc(F)cc1)c1ccccc1 (stereo not given)	i	1.2
CC(C)(C)OC(=O)N(CCc1ccccc1)Cc1ccc(OCc2cccc(NC(=O)C3CCCC3)c2)cc1	i	0.8
COCCN1C(=O)N[C@@H](c2cccc(C(F)(F)F)c2)[C@H](C(=O)OC)[C@H]1C	i	1.5
Cc1cccc(-c2c3c(=O)n(C)c(=O)n(C)c3c3nnc4ccccc4n23)c1	i	0.3
Cc1cc(C(=O)NNC(=O)c2ccc(NC(=O)CC#N)cc2)c(C)o1	i	0.5
Nc1cc(=O)[nH]c(SCC(=O)N2CCCC2)n1	i	0.1
Cc1ccc(C(O)c2ncc(-c3ccccc3F)[nH]2)c(C)c1 (stereo not given)	i	0.6
O=C(NC1CCCCC1)c1cccc2c1C(=O)c1ccc(N3CCCC3)cc1S2(=O)=O	i	1.9
CCC(C(=O)Nc1ccc(S(=O)(=O)N(C)C2CCN(C)CC2)cc1)c1ccccc1 (stereo not given)	i	1.6
N#Cc1ccc(C(=O)N2CCCC(c3cc(C(=O)NCc4cccnc4)no3)C2)cc1 (stereo not given)	i	1.1
COc1cccc(COC(=O)c2ccc(S(=O)(=O)N3CCC(C)CC3)cc2)c1OC	i	0.5
CCCCNC(=O)Cn1nc(C)c(S(=O)(=O)N2CCOCC2)c1C	i	0.3
NNC(=O)c1c[nH]c2ccc(OCc3ccccc3)cc12	i	0.6
CCCCCCCCCCCCN1[C@@H](CC(=O)OC)c2cc(F)cc(F)c2S1(=O)=O	i	0.5
COc1cccc(CNc2nc(NCc3ccccc3OC)nc3ccsc23)c1	i	1.8
CC1CCCN(C(=O)c2ccc(Br)c(S(=O)(=O)N3CCOCC3)c2)C1 (stereo not given)	i	0.5
COc1ccc(CN(CCNC(=O)CCCCC(=O)NCCN(Cc2ccc(OC)cc2)C(C)C)C(C)C)cc1	i	0.4
CN(CC(=O)Nc1cccc(F)c1)C(=O)c1cn(-c2ccccc2)nc1-c1ccc(F)cc1	i	1.1

Among those listed so far, 2 have a cyano group.
SMILES	Myeloid diff 2	Myeloid diff 2 GFP+ MAC1+ %
Cc1cc(C(=O)NNC(=O)c2ccc(NC(=O)CC#N)cc2)c(C)o1	i	0.5
N#Cc1ccc(C(=O)N2CCCC(c3cc(C(=O)NCc4cccnc4)no3)C2)cc1 (stereo not given)	i	1.1

Following part:
SMILES	Myeloid diff 2	Myeloid diff 2 GFP+ MAC1+ %
C[C@@H]1CN([C@H](C)CO)C(=O)CCCn2nncc2CO[C@H]1CN(C)C(=O)c1ccc2ccn(C)c2c1	i	0.3
O=C(NCc1ccccc1)C(c1ccc(C(F)(F)F)cc1)n1c(=O)c(-c2ccco2)nc2ccccc21 (stereo not given)	i	2.0
Cc1cc(CNC(=O)C2(C(F)(F)F)C/C(=C\Cc3ccccc3)CCCO2)nn1C (stereo not given)	i	1.6
COCCCNC(=O)C[C@@H]1C[C@@]2(C(=O)OC)CC(C)(C)CC=C2N(Cc2cccc3ccccc23)C1=O	i	2.9
COc1ccc(N2c3ccccc3CN(Cc3ccccc3)[C@@H](C)[C@H]2Cc2c(C)cccc2C)cc1	i	2.0
Cc1cc(C)cc(NC(=O)C(OC(=O)c2cc[n+]([O-])cc2)c2ccccc2)c1 (stereo not given)	i	1.1
FC(F)(F)C1=Nc2cccc3cccc(c23)N1	i	0.7
Cc1ccc(C(=O)NCC(=O)NCCSc2ccc(Br)cc2)cc1	i	0.9
Nc1cccc2c(=O)[nH][nH]c(=O)c12	i	1.2
O=C(NCc1ccccn1)c1ccc(NS(=O)(=O)c2cccc([N+](=O)[O-])c2)cc1	i	1.0
Cc1n[nH]c(C)c1NC(=O)CSc1nnnn1-c1cccc(F)c1	i	0.4
Cc1ccc(-c2nc3ccc(Br)cn3c2CC(C)(C)C)cc1	i	0.4
O=C(COC(=O)c1ccc2ccccc2n1)Nc1ccccc1Br	i	1.3
OC[C@H]1OC(O)[C@H](O)[C@@H]1O (stereo not given in full)	i	1.4
Cc1cc(C(=O)Nc2ccc(C)c(S(=O)(=O)N3CCOCC3)c2)c2ccccc2n1	i	0.5
CCc1nnc(NC(=O)CSc2ccc(-c3ccc(-n4cccn4)cc3)nn2)s1	i	0.7
O=[N+]([O-])c1ccc(NN=Cc2cccc([N+](=O)[O-])c2)cc1	i	0.7
O=C(c1ccc(S(=O)(=O)NCc2ccco2)cc1)N1CCCC(C(F)(F)F)C1 (stereo not given)	i	0.6
Cc1onc(-c2ccccc2)c1C(=O)OCC(=O)NC(=O)c1ccccc1	i	0.7
CCOC(=O)C1CCCN(C(=O)c2ccc(F)c(C)c2)CC1 (stereo not given)	i	2.0

By substructure, the entries above containing a Cl atom (eight)
SMILES	Myeloid diff 2	Myeloid diff 2 GFP+ MAC1+ %
O=C(COC(=O)c1cc[n+]([O-])cc1)Nc1c(Cl)cccc1C(F)(F)F	i	0.4
COc1cc(OC)c(N2CC(C(=O)NCCC3=CCCCC3)CC2=O)cc1Cl (stereo not given)	i	0.8
CC1(C(=O)NS(=O)(=O)c2cccc(Cl)c2)CCN1C(=O)COc1ccc(Cl)cc1 (stereo not given)	i	0.7
Cn1c(N)c(C(=O)COC(=O)CNC(=O)c2ccc(Cl)cc2Cl)c(=O)n(C)c1=O	i	1.4
CC(C)(Oc1ccc(Cl)cc1)C(=O)NC1CCN(Cc2ccccc2)CC1	i	0.7
Clc1ccccc1Nc1nc(NCC2CC2)nc2ccsc12	i	2.1
CCN1CCN(S(=O)(=O)c2ccc(Cl)c(C(=O)N(C)Cc3cccc(OC)c3)c2)CC1	i	0.5
O=C(Cn1cc(C(F)(F)F)cc(Cl)c1=O)NCC1COc2ccccc2O1 (stereo not given)	i	0.1

Carrying on.
SMILES	Myeloid diff 2	Myeloid diff 2 GFP+ MAC1+ %
CC(C)(C)NC(=O)C1(C)CCC(=O)N1CCCn1ccnc1 (stereo not given)	i	0.4
CCS(=O)(=O)N1CCC2(CC1)OCCN2S(=O)(=O)c1ccccc1	i	1.0
CSCCC(NS(=O)(=O)c1ccccc1F)C(=O)NCc1ccncc1 (stereo not given)	i	0.4
COc1ccc(-c2ccc(C(=O)Nc3cccc(C(C)=O)c3)c3occc23)c(C)c1	i	1.3
CC(On1nnc2ccc(S(=O)(=O)N3CCOCC3)cc21)C(=O)Nc1ccccc1F (stereo not given)	i	1.0
CN(CC(=O)Nc1cccc2ccccc12)C(=O)c1ccc(F)cc1F	i	0.9
C=C(C)CN(CC)C(=O)CSc1ccc(S(=O)(=O)N2CCN(Cc3ccccc3)CC2)cn1	i	1.8
COC(=O)c1ccc(C)c(NC(=O)CCn2[nH]c(=O)ccc2=O)c1	i	0.3
CC(=O)Nc1ccc(NC(=O)C(C)OC(=O)c2c(NC(C)=O)sc(C)c2C)cc1 (stereo not given)	i	0.6
COc1ccc(CNC(=O)O[C@H]2CN(C(=O)OC(C)C)N(C(=O)OC(C)C)[C@@H]3CN(S(=O)(=O)c4ccc(C)cc4)C[C@]23O)cc1OC	i	2.4
CCCCCn1nc(C(=O)N2CCc3ccccc32)c2ccccc2c1=O	i	0.2
CSc1ccccc1C(=O)OCC(=O)Nc1c(C)n(C)n(-c2ccccc2)c1=O	i	0.6
Nc1c(N(Cc2ccco2)C(=O)COc2ccccc2Cl)c(=O)[nH]c(=O)n1Cc1ccccc1	i	1.2
CCOc1ccc(NC(=O)CN(C)C(=O)c2cc([N+](=O)[O-])ccc2Sc2ccccc2)cc1OCC	i	0.6
COc1ccccc1CN(C)C(=O)c1cccc(S(=O)(=O)N2CCN(Cc3ccccc3)CC2)c1	i	0.5
Cc1noc(C)c1C(=O)OCC(=O)Nc1ccc(S(N)(=O)=O)cc1	i	0.8
CC1CCCC(NC(=O)CN2CCN(S(=O)(=O)c3ccc(Br)s3)CC2)C1C (stereo not given)	i	2.1
C#CCOCCOCCOCCNc1nc(N2CCN(C(=O)[C@H]([C@@H](C)CC)n3cc([C@@H](N)Cc4ccc(O)cc4)nn3)CC2)nc(N2CCN(C(=O)[C@H](Cc3cc4ccccc4[nH]3)n3cc([C@@H](N)CC(C)C)nn3)CC2)n1	i	2.3
c1ccc(COc2cccc(-c3cc4nc(NCc5ccc6c(c5)OCO6)ccn4n3)c2)cc1	i	2.0
COc1ccc(CN2C(=O)CCC2(C)c2nnnn2-c2c(C)cccc2C)cc1 (stereo not given)	i	1.3
O=C1NC2(CCCCC2)C(=O)N1CC(=O)N1CCc2ccccc21	i	0.5
CCOc1ccc(C(C)=O)cc1COC(=O)c1ccc2c(c1)NC(=O)CS2	i	0.3
c1ccc(CNCCCNCCCCNCCCNCc2ccccc2)cc1	i	1.4
O=C(NNC(=O)c1cccc(Cl)c1)NNC(=O)c1cccc(Cl)c1	i	0.7
CCCCn1c(N)c(N(CC(C)C)C(=O)c2c(CC)noc2C)c(=O)[nH]c1=O	i	0.4
